Eya2 inh = Eya2 (human) phosphatase inhibition; O00167; recombinant Eya2, OMFP fluorescence dephosphorylation (OMFP is methylfluorescein phosphate); Potency, µM (highest dose often 76.9 µM), inactives show top-dose activity, negative = inhibition, usual class: inhibitors; hit rate 0.006% among 330,000; AID 488837; also: potency is read from the fitted curve at half-maximal effect
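Eya2 (0.2 uM) preincubated 10 min at ambient with compound, then OMFP substrate added at 50 uM; 10 min reaction in 50 mM HEPES pH 7.5, 50 mM NaCl, 5 uM MgCl2, 0.05% BSA, 1 mM DTT. Fluorescence read at Ex 485/Em 525 nm.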
GALK inhibitor = inhibitors of human galactokinase | P51570 | Purified GALK, Kinase-Glo residual ATP luminescence | Potency, µM (titrated, usually from 57.5 µM), without a hit: top-dose activity change, negative = inhibition, most hits filed as inhibitors | hit rate 0.007% among 270,000 | AID 1868; also: potency is read from the fitted curve at half-maximal effect
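Luminescence from leftover ATP (Ultra-Glo luciferase/luciferin) served as read-out after a 1 h room-temperature reaction of 5 nM GALK with 35 uM ATP and 100 uM galactose.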
BCR signal inh = inhibitors of chronic active B-cell receptor signaling | ABC-DLBCL IkBa-CBG/CBR reporter, luminescence ratio, 4 h | Potency, µM (titrated, usually from 46.1 µM), for inactives: at the highest dose ratio change, negative = lower green/red ratio, most hits filed as inhibitors | hit rate 0.05% among 340,000 | AID 493014; active = well fitted inhibition curve with a large enough effect in the signal ratio, with a control signal flat, not every such curve was filed as active; inconclusive = small, poorly fitted or top-dose-only effect, or effect the other way, or a change in a side signal; the % refers to the signal ratio;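 also: potency is read from the fitted curve at half-maximal effect; plate controls were basal doxycycline-induced cells for no effect and cells given 10 µM MG132 for full effect; MG132 reads +100%, hits lower the ratio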
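TMD8 human ABC-DLBCL cells with doxycycline-inducible IκBα–green luciferase fusion and unfused red luciferase, in 0.5% FBS medium; compounds up to 46 uM, 4 h at 37C. Green/red luminescence ratio, filter-overlap corrected, fitted to concentration-response curves.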
uPA surface inh = inhibitors of cell surface uPA generation; cell surface uPA generation assay, qHTS; hit rate 0.31% among 330,000; Potency, µM (doses to about 38.3 µM), inactives show at the highest dose activity change, negative = inhibition, hits mostly inhibitors; active = well fitted inhibition curve with a large enough effect; inconclusive = small, poorly fitted or top-dose-only effect; inactive = no such curve, though single readings can be large or run the other way; tested in mouse RAW 264.7 cells; also: potency is read from the fitted curve at half-maximal effect; nearly all actives have a fitted effect of over 55% in size
KCNH2 3.1 block = inhibitors of human KCNH2 3.1 potassium channel isoform | activity change, % (tested at about 1.8 µM) | AID 720553 | hit rate 0.95% among 340,000 | U2OS KCNH2 3.1, thallium flux FluxOr; stronger effect = lower value;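 active = maximum activity change below -70%; inconclusive = maximum activity change from -70% to -50%; inactive = maximum activity change above -50%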;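 also: thallium influx rate constant from kinetic fluorescence after stimulation buffer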
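We transduce U2OS cells with the mutant 3.1 virus, culture them overnight, load FluxOr with Red40 quencher for 45 min, then add stimulation buffer and read kinetically for 2 min to derive a normalized rate constant.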
B2AR arrestin = recruits beta-arrestin to the human beta2-adrenergic receptor; P07550; beta-arrestin recruitment to beta2AR, cell-based reporter; Potency, µM (doses to about 46.1 µM), without a hit: at the top dose activation, hits mostly activators; hit rate 0.02% among 330,000;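 also: potency is read from the fitted curve at half-maximal effect; 0% = DMSO controls and full agonism = EC100 isoproterenol or metaproterenol; nearly all actives have a fitted effect of over 65% in size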
USP2a block = USP2a (human) protease inhibition. Potency, µM (doses to about 38.3 µM), for the others: top-dose activity change, negative = inhibition, usual class: inhibitors. AID 463254. O75604. USP2 core, Ub-CHOP2 coupled fluorogenic reporter, 485/531. hit rate 0.01% among 330,000;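 also: potency is read from the fitted curve at half-maximal effect; plate controls were DMSO wells for no effect and full inhibition by NEM control for full effect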
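USP2 core (10nM final) preincubated 30min RT with compound in 20mM Tris-HCl pH 8.0, 2mM CaCl2, 2mM beta-mercaptoethanol, 0.05% CHAPS; 25nM Ub-CHOP2 plus 25nM reporter substrate added, fluorescence (Ex485/Em531) read after 60min.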
PKM2 activator = increases activity of human pyruvate kinase M2 | P14618 | purified PKM2, Kinase-Glo ATP luminescence, activation; response scale: 0% is enzyme alone, no compound | Potency, µM (doses to about 57.5 µM), for the others: at the highest dose activation, usual class: activators | hit rate 0.34% among 260,000 | AID 1631; also: potency is read from the fitted curve at half-maximal effect; nearly all actives have a fitted effect of over 55% in size
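Kinase-Glo luminescence reports ATP generated from ADP (0.1 mM) and PEP (0.5 mM) by purified hPK-M2 after 1 h at room temperature, pH 7.2 imidazole buffer; intermediate enzyme activity allows detecting inhibitors and activators.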
Giardia killer = Giardia lamblia killing; Giardia lamblia trophozoite viability; activity change, % at 7.66 µM, hits read low; hit rate 0.15% among 340,000; AID 540267; in the data active = activity change below about -80%; inconclusive = between about -30% and that limit;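 also: parasites exposed to compound for two days anaerobically before the ATP read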
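Killing of trophozoites was scored by loss of ATP luminescence after a 48 hrs anaerobic exposure to compounds at 37 deg C, using 100 cells per well.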
FBPA coupling cs = coupling enzyme interference in Giardia aldolase counter-screen; coupling enzyme system counterscreen, AmpLite Red fluorescence; activity change, negative = inhibition, % at 58.2 µM, hits read low; hit rate 0.67% among 290,000; in the data active = activity change below about -30%
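Counterscreen lacking aldolase: glyceraldehyde-3-phosphate coupling-enzyme reagent preincubated 10 min at RT with compound (at 57.5 uM final), then substrate/coupling system with AmpLite Red added; fluorescence read at 525/598 nm after 20 min RT.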
hERG WT inh = KCNH2 (human, wildtype) channel inhibition. hit rate 0.37% among 340,000. U2OS, BacMam KCNH2, thallium flux FluxOr; stronger effect = lower value. activity change, % at 1.84 µM. AID 720551. Q12809;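 active = maximum activity change below -70%; inconclusive = maximum activity change between -70% and -50%; inactive = maximum activity change above -50%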
Target sequence (Q12809 whole entry, looked up): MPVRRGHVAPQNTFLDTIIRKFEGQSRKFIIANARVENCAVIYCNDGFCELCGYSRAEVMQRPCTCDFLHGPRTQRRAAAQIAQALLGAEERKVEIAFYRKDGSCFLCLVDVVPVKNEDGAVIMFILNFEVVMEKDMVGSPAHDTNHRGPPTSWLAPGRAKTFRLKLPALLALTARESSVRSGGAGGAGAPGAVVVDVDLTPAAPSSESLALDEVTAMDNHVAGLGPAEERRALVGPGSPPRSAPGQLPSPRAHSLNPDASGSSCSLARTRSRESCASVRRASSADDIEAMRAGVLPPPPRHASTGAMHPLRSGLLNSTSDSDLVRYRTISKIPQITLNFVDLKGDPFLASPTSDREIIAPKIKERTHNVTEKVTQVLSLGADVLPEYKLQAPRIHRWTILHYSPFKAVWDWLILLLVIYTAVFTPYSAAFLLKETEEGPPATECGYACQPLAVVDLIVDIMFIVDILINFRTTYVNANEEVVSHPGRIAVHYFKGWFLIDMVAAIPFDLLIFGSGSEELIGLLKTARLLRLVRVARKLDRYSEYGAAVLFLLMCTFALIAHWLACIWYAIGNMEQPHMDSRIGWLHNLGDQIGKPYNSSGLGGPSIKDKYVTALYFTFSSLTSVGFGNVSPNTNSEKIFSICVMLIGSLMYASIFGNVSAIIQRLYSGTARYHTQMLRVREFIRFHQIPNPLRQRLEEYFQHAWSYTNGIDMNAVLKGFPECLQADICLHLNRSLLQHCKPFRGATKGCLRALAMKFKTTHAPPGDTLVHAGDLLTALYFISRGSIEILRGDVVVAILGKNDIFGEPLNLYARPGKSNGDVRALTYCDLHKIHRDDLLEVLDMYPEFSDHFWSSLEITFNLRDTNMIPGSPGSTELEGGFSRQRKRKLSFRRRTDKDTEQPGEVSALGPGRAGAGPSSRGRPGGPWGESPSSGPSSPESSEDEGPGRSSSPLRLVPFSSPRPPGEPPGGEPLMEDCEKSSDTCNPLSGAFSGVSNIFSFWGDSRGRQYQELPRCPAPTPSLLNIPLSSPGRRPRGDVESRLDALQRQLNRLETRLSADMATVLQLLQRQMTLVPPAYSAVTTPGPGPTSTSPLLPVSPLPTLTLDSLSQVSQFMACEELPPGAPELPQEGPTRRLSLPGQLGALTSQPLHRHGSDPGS
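U2OS cells were transduced with wild-type KCNH2 virus (2.03 x 10^8 / mL) for 4 h at room temperature, then cultured overnight at 37 C. Thallium flux was read with FluxOr dye. Rate constants were normalized to DMSO controls.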
* hit, by the source's call; ? = inconclusive; . = not tested or not shown; [ ] = another dose, or the depositor's remark. Unless noted, calls follow the shape of the dose curve; as a rule, active = well fitted curve in the direction sought with a large enough effect; inconclusive = small, poorly fitted or top-dose-only effect, or another doubt; inactive = no such curve, though single readings can be large; an effect the other way counts as inactive or inconclusive. Unless noted, % is scaled to controls: 0 for no effect and ±100 for the full control effect.

cpd	SMILES	Eya2 inh	GALK inhibitor	BCR signal inh	uPA surface inh	KCNH2 3.1 block	B2AR arrestin	USP2a block	PKM2 activator	Giardia killer	FBPA coupling cs	hERG WT inh
1	CCCCNC(=O)c1c[nH]c2ccc(S(=O)(=O)Nc3ccc(OCC)cc3)cc2c1=O	4%	0%	?	-1%	8	-0.6%	0%	-1%	-9	0	20
2	COc1ccc(N(C)S(=O)(=O)c2cccc(C(=O)OC(C(=O)Nc3cc(C)cc(C)c3)c3ccccc3)c2)cc1 (stereo unspecified)	7%	1%	3%	8%	4	-0.7%	-1%	14%	-1	-3	3
3	Cc1c(CCOC(=O)c2ccc(Cl)cc2Cl)sc[n+]1CC(=O)c1ccccc1	-24%	.	-3%	5%	-5	-0.6%	-7%	.	5	.	5
4	Cc1coc2cc3oc(=O)c(CCC(=O)NCCCn4ccnc4)c(C)c3cc12	3%	.	8%	-8%	1	-1.0%	4%	-3%	?	1	-5
5	C=CCc1ccc(OCC(O)CN2CCN(c3ccccc3)CC2)c(OC)c1 (stereo unspecified)	-6%	5%	-5%	1%	-46	0.1%	-2%	.	-3	-1	11
6	O=C(CN1C(=O)NC2(CCOc3ccccc32)C1=O)NCCc1ccccc1 (stereo unspecified)	8%	.	1%	1%	5	-0.2%	4%	.	-1	.	4
7	Cc1cc(NC(=O)CSc2nnc(C(F)(F)F)n2C)no1	4%	.	2%	0%	-8	-0.5%	2%	.	-2	.	-1
8	O=C(CN1CCCCCC1)Nc1ccc(Cl)cn1	4%	7%	?	0%	-10	-0.1%	0%	-1%[11.5 µM]	15	0	17

Reprinted from the part before: two compounds, followed by the next part.
cpd	SMILES	Eya2 inh	GALK inhibitor	BCR signal inh	uPA surface inh	KCNH2 3.1 block	B2AR arrestin	USP2a block	PKM2 activator	Giardia killer	FBPA coupling cs	hERG WT inh
7	Cc1cc(NC(=O)CSc2nnc(C(F)(F)F)n2C)no1	4%	.	2%	0%	-8	-0.5%	2%	.	-2	.	-1
8	O=C(CN1CCCCCC1)Nc1ccc(Cl)cn1	4%	7%	?	0%	-10	-0.1%	0%	-1%[11.5 µM]	15	0	17
9	CCOc1ccc(-c2nc(=S)[nH][nH]2)cc1	-5%	-1%	2%	0%	-6	-0.7%	1%	2%	5	8	4
10	CC(C)(C)OC(=O)C1C(=O)CC(C)(O)C(C(=O)OC(C)(C)C)C1c1ccco1 (stereo unspecified)	-11%	0%	15%	6%	-12	0.3%	1%	-10%	25	1	-17
11	CC(NC(=O)NCC1CCCO1)(C(F)(F)F)C(F)(F)F (stereo unspecified)	16%	1%	12%	6%	-5	-0.1%	1%	-4%	-2	1	-9
12	C=CCN(CC=C)c1cnn(-c2nc3ccccc3[nH]2)c(=O)c1Cl	-12%	2%	?	.	-10	0.1%	1%	-30%	12	-4	7
13	Cc1ccc(CNC(=O)COC(=O)C2CC2)cc1	-1%	.	5%	13%	-1	-1.6%	-1%	.	-19	.	-17
14	CC(=O)Nc1ccccc1NC(=O)c1ccc(C)c(C)c1	-4%	3%	0%	4%	10	-0.3%	1%	-5%	-9	1	-2
15	O=C1NC(=S)N/C1=C/c1cccc([N+](=O)[O-])c1O	3%	-1%	2%	0%	7	3.5%	2%	-15%	-10	6	4
16	CS(=O)(=O)N1CCN(c2ccc([N+](=O)[O-])c(NCCN3CCOCC3)c2)CC1	1%	-3%	9%	4%	-14	0.3%	1%	4%	3	-1	3
17	Cc1cc(NC(=O)COC(=O)Cn2[nH]c(=O)c3ccccc3c2=O)c([N+](=O)[O-])cc1C	-11%	.	2%	3%	5	-0.5%	-1%	.	-8	.	-13
18	COc1ccc(-n2nnc3c(SCC(=O)Nc4ccccc4F)ncnc32)cc1	1%	13%	0%	3%	-21	-0.2%	0%	0%	-7	4	5
19	CCCCSc1nc2sc3c(c2c(=O)n1-c1ccc(OC)cc1)CCN(C)C3	10%	-2%	?	-5%	0	-0.3%	5%	.	17	-1	-1
20	CCCS(=O)(=O)c1nc(S(=O)(=O)c2ccc(C)cc2)c(N2CCc3ccccc3C2)s1	-5%	-1%	?	0%	-22	3.1%	-12%	-17%	-9	-5	-2
21	COc1cccc(N2CC(NC(=O)c3ccc4ccccc4c3)CC2=O)c1 (stereo unspecified)	13%	.	-14%	3%	-6	0.0%	2%	.	-1	.	-7
22	CN(c1cccc(NC(=O)CN(c2ccc(F)cc2)S(C)(=O)=O)c1)S(C)(=O)=O	1%	-1%	1%	.	-2	0.4%	1%	5%	5	2	4
23	CC(C)c1ccc(C2C(C#N)=C(N)N3C(=C2C#N)Sc2ccccc23)cc1 (stereo unspecified)	7%	-1%	17%	.	.	-0.1%	3%	2%	.	.	.
24	CC(C)[C@H](N)c1nnc(SCC(=O)c2ccc(Cl)cc2)o1	-6%	-2%	18%	.	-13	-1.1%	-2%	-8%	-14	-1	39
25	O=C(COC(=O)c1ccc(Cl)c(S(=O)(=O)N2CCCCC2)c1)NCc1ccco1	-13%	5%	-2%	1%	5	-0.1%	2%	5%	-17	1	-5
26	Nc1nc(SC2c3cccc4cccc(c34)C2NS(=O)(=O)c2ccccc2)n[nH]1 (stereo unspecified)	-9%	0%	2%	1%	2	-0.8%	5%	2%	-2	2	1
27	Cc1ccc2nc(N3CCN(C(=O)c4ccco4)CC3)sc2c1	0%	.	?	1%	5	0.1%	2%	.	13	.	7
28	Cc1ccc(-n2c(-c3cccnc3)n[nH]c2=S)c(C)c1	7%	-1%	1%	3%	2	0.2%	2%	-10%	-1	1	2
29	CCNC(=S)Nc1ccc(C)c(S(=O)(=O)Nc2ccccc2OC)c1	-9%	1%	1%	2%	2	-0.6%	1%	-4%	-15	-3	6
30	CCOCCc1nnc(NC(=O)C2CC(=O)N(CCc3ccc(F)cc3)C2)s1 (stereo unspecified)	-6%	15%	6%	3%	19	2.6%	0%	5%	-3	1	-7
31	Cc1nnsc1NC(=O)OCC(C)C	5%	1%	-5%	7%	8	-0.9%	3%	6%	11	1	-18
32	Cn1c(=O)cc(OCCCC(=O)Nc2ccc3c(c2)OCCO3)c2ccccc21	-7%	2%	-3%	-6%	-12	0.0%	-2%	2%	-7	3	9
33	CC(=O)Nc1cccc(C(=O)OCC(=O)NC(=O)Cc2ccccc2)c1	-1%	.	5%	3%	-8	-0.1%	1%	.	-20	.	3
34	Fc1cccc(Nc2nc(N3CCOCC3)nc(N3CCOCC3)n2)c1	5%	0%	?	-3%	-5	-0.1%	0%	0%	-5	0	-6
35	COc1ccc(C)c2sc(NNC(=O)COc3ccccc3)nc12	15%	9%	10%	.	.	0.5%	-1%	-2%	.	1	.
36	Cc1cc(C)cc(OCC(=O)N/N=C/c2ccccn2)c1	-14%	4%	1%	-8%	-1	0.2%	-5%	-1%	9	1	12
37	COc1ccc(Cl)cc1N(CC(=O)Nc1ccc2c(c1)OCCO2)S(C)(=O)=O	9%	2%	-1%	-2%	13	0.5%	-8%	-2%	3	2	25
38	COc1ccc(-c2nnn(CC(=O)Nc3sc4c(c3C#N)CCCC4)n2)cc1	14%	-5%	1%	7%	-12	-0.2%	-1%	-15%	1	-3	-6
39	Cc1nn(-c2ccc(F)cc2)c(C)c1CN1CCN(CCC(C)C)C(CCO)C1 (stereo unspecified)	4%	2%	5%	-2%	8	0.3%	2%	-2%	-1	2	4
40	CN(C)C(=O)c1cc([N+](=O)[O-])cc([N+](=O)[O-])c1N(C)C	-3%	0%	6%	6%	6	-1.1%	-1%	-4%	?	-4	5
41	CCOC(=O)c1sc2nc(SCC(=O)N(CC)CC)n(CCCN3CCCC3=O)c(=O)c2c1C	-17%	-1%	?	-8%	-5	-0.8%	-12%	-5%	1	-14	-5
42	O=C(O)CNC(=O)c1ccc(N2CCOCC2)cc1[N+](=O)[O-]	14%	14%	1%	5%	3	-0.1%	0%	-5%	26	2	6
43	COc1ccc(C(=O)OCCc2ccc(O)cc2)cc1	5%	.	?	?	-13	-0.6%	-1%	-2%	-2	-1	13
44	CN(c1ccc(O)cc1)c1nc(-c2ccccc2)cs1	-10%	0%	?	-4%	-3	-0.2%	-8%	-3%	-8	1	20

From PubChem BioAssay
